# mABHD4 FP: ABHD4 (mouse) inhibition, primary FP screen | purified mABHD4, FP-Rh probe fluorescence polarization | inhibition, % at 8.92 µM | actives 0.54% (n = 370,000);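 active means inhibition exceeding the mean over every tested compound plus 3 SD, cut at about 30% in these data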;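 further: 0% = plate median of compound wells and 100% = S159A mutant with DMSO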
# Target sequence (Q8VD66 whole entry, looked up): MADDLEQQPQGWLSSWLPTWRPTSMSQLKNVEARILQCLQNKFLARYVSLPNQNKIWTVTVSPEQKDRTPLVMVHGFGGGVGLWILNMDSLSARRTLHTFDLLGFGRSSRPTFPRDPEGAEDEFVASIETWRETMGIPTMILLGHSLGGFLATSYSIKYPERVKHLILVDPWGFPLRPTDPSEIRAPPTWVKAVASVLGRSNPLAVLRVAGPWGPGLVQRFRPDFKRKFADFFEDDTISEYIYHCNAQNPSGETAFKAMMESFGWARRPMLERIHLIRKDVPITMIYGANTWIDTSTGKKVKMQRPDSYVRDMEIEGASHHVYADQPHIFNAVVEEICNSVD
#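 system = mouse ABHD4 enzyme, wild type | medium = HEPES pH 7.0, NaCl, Pluronic buffer | also added = FP-Rh probe | incubation = Enzyme–compound pre-incubation 45 min, then probe 60 min, both 25 °C | technique = fluorescence polarization, excitation 525 nm, emission 598 nm, BODIPY TMR filters | controls = S159A mutant high control, sample median low control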
# HTRA1 inhibitor: HTRA1 (human) protease inhibition | Q92743 | recombinant HTRA1, FP-rhodamine activity-based probe, fluorescence polarization | inhibition, % at 5.96 µM | actives 0.5% (n = 340,000) | AID 504803; in the data active means inhibition above about 36%;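 further: 0% = enzyme with DMSO and 100% = wells lacking enzyme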
# UHRF1 MBD2 ctr: blocks human UHRF1 binding to methylated DNA | UHRF1 binding to methylated oligo, TR-FRET | AID 687016 | inhibition, % at 4.4 µM | actives 0.75% (n = 370,000); in the data active means inhibition above about 21%;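 further: UHRF1 SRA domain binding a hemimethylated CpG hairpin DNA probe; 0% = median of test compound wells and 100% = reference inhibitor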
# Target sequence (Q96T88 whole entry, looked up, the tested form may be a part): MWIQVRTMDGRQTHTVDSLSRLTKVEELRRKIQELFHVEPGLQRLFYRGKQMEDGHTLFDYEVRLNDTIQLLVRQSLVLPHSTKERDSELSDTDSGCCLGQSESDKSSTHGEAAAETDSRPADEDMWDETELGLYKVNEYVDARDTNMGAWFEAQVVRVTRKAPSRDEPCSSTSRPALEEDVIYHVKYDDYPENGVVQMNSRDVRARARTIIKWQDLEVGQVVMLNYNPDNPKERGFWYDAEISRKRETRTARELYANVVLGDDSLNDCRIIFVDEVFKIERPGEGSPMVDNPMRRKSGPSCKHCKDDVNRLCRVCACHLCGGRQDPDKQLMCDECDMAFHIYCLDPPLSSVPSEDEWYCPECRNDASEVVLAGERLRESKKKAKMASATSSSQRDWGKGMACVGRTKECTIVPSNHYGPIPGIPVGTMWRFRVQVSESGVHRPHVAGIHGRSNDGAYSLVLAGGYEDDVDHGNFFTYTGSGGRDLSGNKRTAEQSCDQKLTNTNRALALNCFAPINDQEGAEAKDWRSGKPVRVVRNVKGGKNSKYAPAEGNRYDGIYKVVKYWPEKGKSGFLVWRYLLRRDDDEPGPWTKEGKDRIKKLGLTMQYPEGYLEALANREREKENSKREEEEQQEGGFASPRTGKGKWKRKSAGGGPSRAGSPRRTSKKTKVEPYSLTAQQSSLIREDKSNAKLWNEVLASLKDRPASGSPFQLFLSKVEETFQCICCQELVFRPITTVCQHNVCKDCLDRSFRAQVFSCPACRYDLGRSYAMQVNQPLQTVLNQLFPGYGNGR
# TDP2 absorb: TDP2 (human) inhibition, absorbance primary screen. inhibition, % at 12.8 µM. O95551. actives 0.34% (n = 370,000). recombinant TDP2, T5PNP hydrolysis, p-nitrophenol absorbance 415 nm;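 active means inhibition above the mean of all tested compounds plus 3 SD, set per campaign, cut at about 25% in these data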;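 further: 0% = DMSO with enzyme and 100% = buffer with substrate but no TDP2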
#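 Incubation: 2 h at 37 °C; Test system: recombinant human TDP2; Quantity: enzyme 120 nM; Read-out basis: percent inhibition; Medium: 50 mM Tris-HCl pH 7.5 with Mg2+, KCl, DTT, BSA; Repeats: single replicate; Compound: 12.8 µM single point, 1% DMSO; Signal: epi absorbance; Reagent: 5 mM T5PNP chromogenic substrate; Benchmarks: no-enzyme high, DMSO-plus-enzyme low.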
# TCR CD3 inh: inhibitors of human TCR-CD3 interaction. TAMRA-labeled TCR probe fluorescence, biochemical. inhibition, % at 9.4 µM. actives 0.37% (n = 360,000). AID 651800; in the data active means inhibition above about 19%;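 further: recombinant mutant TCR 2C K166C tagged with TAMRA read by polarization; 0% = receptor in buffer alone and 100% = receptor with positive control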
# PRMT1 inh: PRMT1 (human) inhibition, primary screen | Q99873 | recombinant PRMT1, activity-based probe fluorescence polarization | inhibition, % at 2.79 µM | actives 1.3% (n = 370,000) | AID 652257;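 active means inhibition above about 21% made by adding two undisclosed values, limit read from the data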
# Tn7 DDE FP: inhibitors of Tn7 peptide binding to human fibrin DD(E); P02675; FP displacement of FITC-Tn7 peptide from fibrin DD(E); 0% = median of compound wells per plate; inhibition, % at 8.3 µM; actives 0.13% (n = 370,000); AID 720508;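 active means inhibition above the mean of compounds falling within the control limits plus 3 SD of them, cut at about 14% in these data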;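 further: 0% = plate median of compound wells and 100% = 10 µM Aha-Tn7 peptide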
#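 System: human fibrin DD(E); quantity: Fibrin-DD(E) at 2 µM final; also added: fluorescent Tn7 probe at 0.1 µM; compound dosing: single nominal test concentration of 8.3 µM per compound; schedule: 10 min preincubation, 3 h with tracer, room temperature; detection: fluorescence polarization of the labelled Tn7 tracer; repeats: one replicate per compound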
# SIAE inh: inhibitors of human sialic acid acetylesterase SIAE. Q9HAT2. SIAE FP-Rh probe binding, fluorescence polarization. inhibition, % at 9.66 µM. actives 0.69% (n = 370,000). AID 1053197;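 active means inhibition above a cutoff: mean of compounds within the control limits plus 3 SD of those, cut at about 17% in these data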;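 further: 0% = plate median of compound wells and 100% = probe without SIAE protein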
# LEDGF integ inh: blocks HIV-1 LEDGF/p75-dependent DNA integration; actives 0.64% (n = 370,000); inhibition, % at 3.7 µM; TR-FRET IN-LEDGF/p75 DNA integration, Eu/Cy5;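 active means inhibition above the screen-wide mean plus 3 SD, cut at about 13% in these data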;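 further: signal is the Cy5 over europium emission ratio at 671 and 618 nm; 0% = plate median of compound wells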
# PG9 Ab binder: PG9 antibody binding by small molecule; TR-FRET gp120-PG9 antibody binding; inhibition, % at 6.7 µM; actives 0.43% (n = 360,000); in the data active means inhibition above about 8.5%
# Active calls of the source: *; · = no result given.
SMILES,mABHD4 FP,HTRA1 inhibitor,UHRF1 MBD2 ctr,TDP2 absorb,TCR CD3 inh,PRMT1 inh,Tn7 DDE FP,SIAE inh,LEDGF integ inh,PG9 Ab binder
Cc1cc(Cl)c(OCCOCCN2CCN(C)CC2)c(Br)c1,18.4,-1.1,0.2,34.2*,-2.5,-2.1,-3.2,8.8,7.0,-2.5
CN(C(=O)COC(=O)c1ccccc1C(=O)N1CCN(c2ccccc2)CC1)c1ccccc1,3.4,7.2,-0.1,0.8,-4.5,15.1,3.5,-3.3,-4.0,1.7
CCOc1ccc(NC(=O)CN2C(=O)COc3ccc(Cl)cc32)cc1,5.2,-1.3,1.6,0.6,5.1,1.1,-6.0,4.7,1.3,-1.0
COc1cc(C)c(NC(=O)C2CCN(S(=O)(=O)c3cccs3)CC2)cc1OC,6.1,2.1,3.4,10.3,-0.9,4.7,-2.4,4.6,1.5,0.0
Cc1nn(CCO)c2nc(-c3cccs3)cc(C(F)(F)F)c12,-20.1,-15.2,5.1,0.1,-6.6,2.4,2.0,-12.2,-4.6,0.3
CC(C)NC(=O)CSc1nnc(C2CC2)n1-c1ccccc1,3.9,10.9,0.6,8.0,6.9,0.0,-5.1,0.3,-0.4,1.0
COc1cccc(Cn2c(=O)c3ccccc3n3nc(C)cc23)c1,-6.2,-16.9,18.0,9.2,4.8,-3.5,3.9,-2.5,2.4,1.0
Cc1cc(OC(C)C(=O)N2C[C@H]3C[C@@H](C2)c2cccc(=O)n2C3)c2c(C)c(C)c(=O)oc2c1 (some centres not stated),-2.9,1.0,2.2,-4.7,3.5,1.0,-1.4,8.5,-6.3,0.6
C[C@H]1CC[C@]2(O[C@@H](CCO)C[C@@H](O)[C@@H]2O)O1,4.1,-1.0,0.1,14.0,-2.8,-1.6,6.6,3.1,-1.1,0.0
CC(C#Cc1c([C@@H](C)Oc2ccccc2)nnn1Cc1ccccc1)Oc1ccccc1 (some centres not stated),-8.5,-24.5,3.8,-4.8,-2.6,-0.6,-1.5,4.2,-1.7,-0.7
FC(F)(F)c1cc(Cl)c2nnc(C(F)(F)Cl)n2c1,1.4,-4.2,1.5,-2.7,2.1,-1.9,0.0,2.7,3.9,-0.5
COc1ccc(NC(=O)CN2C(=O)CSC(C)C2=O)c(OC)c1 (configuration not stated),8.1,0.8,-1.0,13.4,4.2,-3.2,-6.3,4.1,-1.6,-0.2
OC(Cc1ccncc1)c1ccccc1Cl (configuration not stated),-5.1,7.0,-0.3,-1.6,0.5,0.5,-1.0,-1.0,0.6,0.1
Nc1nc[nH]c(=O)c1N=Cc1ccccc1,-5.2,1.8,5.2,6.9,0.2,-0.9,3.5,3.2,0.3,-1.1
N=c1c(S(=O)(=O)c2ccccc2)cc2c(=O)n3ccccc3nc2n1C1CCCCC1,-11.5,-3.6,-2.9,2.7,1.6,-0.2,4.7,3.8,-1.9,-2.2
Cn1nccc1C(=O)N1CCc2c([nH]c3ccccc23)C1c1ccc(F)cc1 (configuration not stated),-7.0,-9.2,-2.2,-7.0,-1.9,-0.9,-1.9,7.2,-0.2,-1.4
CCOc1ccc2c(c1)sc1nc(C(=O)OC)cc(=O)n12,1.5,-2.1,1.2,-3.7,3.5,-0.8,0.0,-4.7,-0.6,-0.5
O=C(O)/C(=C\c1cccs1)c1ccccc1,-0.1,-4.8,0.3,-1.1,0.3,-0.7,-6.7,-4.8,0.5,-2.1
COCCCNC(=O)NC(=O)c1ccccc1,-0.4,8.9,-0.5,-8.4,1.8,1.7,-4.5,-1.2,3.8,-2.4
O=C1c2ccc(-c3ccc(F)cc3OCc3ccccc3)cc2S(=O)(=O)c2cccc(C(=O)N3CCN(c4ncc(Br)cn4)CC3)c21,-3.8,-10.9,-3.0,5.8,4.5,1.4,1.3,0.7,-0.9,0.3

# Ordered by SMILES length (rising): part of the list above.
SMILES,mABHD4 FP,HTRA1 inhibitor,UHRF1 MBD2 ctr,TDP2 absorb,TCR CD3 inh,PRMT1 inh,Tn7 DDE FP,SIAE inh,LEDGF integ inh,PG9 Ab binder
OC(Cc1ccncc1)c1ccccc1Cl (configuration not stated),-5.1,7.0,-0.3,-1.6,0.5,0.5,-1.0,-1.0,0.6,0.1
O=C(O)/C(=C\c1cccs1)c1ccccc1,-0.1,-4.8,0.3,-1.1,0.3,-0.7,-6.7,-4.8,0.5,-2.1
CCOc1ccc2c(c1)sc1nc(C(=O)OC)cc(=O)n12,1.5,-2.1,1.2,-3.7,3.5,-0.8,0.0,-4.7,-0.6,-0.5
O=C1c2ccc(-c3ccc(F)cc3OCc3ccccc3)cc2S(=O)(=O)c2cccc(C(=O)N3CCN(c4ncc(Br)cn4)CC3)c21,-3.8,-10.9,-3.0,5.8,4.5,1.4,1.3,0.7,-0.9,0.3

# The results go on.
SMILES,mABHD4 FP,HTRA1 inhibitor,UHRF1 MBD2 ctr,TDP2 absorb,TCR CD3 inh,PRMT1 inh,Tn7 DDE FP,SIAE inh,LEDGF integ inh,PG9 Ab binder
CCOC(=O)C1CCCN(c2c(NCCCN(C)Cc3ccccc3)c(=O)c2=O)C1 (configuration not stated),-2.5,-0.9,-3.9,9.8,-3.3,1.2,-1.4,7.4,-0.9,-4.5
CCOC(=O)N1CCN(C(=O)CN(Cc2ccc(Cl)cc2)S(C)(=O)=O)CC1,-1.7,1.1,-0.2,1.1,3.3,-3.6,4.4,-5.0,1.6,0.8
CC(C)Cc1cc(C(=O)Nc2cc(Cl)ccc2Cl)no1,5.9,8.1,1.5,9.2,-8.8,1.9,4.5,5.2,-1.5,0.1
CCS(=O)(=O)N1CCc2cc(OC)c(OC)cc2C1,-8.2,3.8,4.4,11.2,-4.4,2.1,-0.1,2.6,1.2,2.7
O=C(NCc1ccc(F)cc1)C(Cc1ccccc1)n1cccc1 (configuration not stated),-5.6,-7.1,0.7,-10.4,5.1,-7.7,2.2,9.5,1.9,-2.4
c1ccc(CN2CCN(c3nc4ccccc4n4cnnc34)CC2)cc1,-1.8,-5.6,-2.0,3.1,6.7,-3.5,2.3,-3.7,-3.0,-1.9
O=C(CN1CCOc2ccccc21)NC1CCN(Cc2ccccc2)CC1,-4.3,-1.6,-0.1,-5.6,3.2,-0.9,8.0,10.9,-2.3,0.2
Clc1ccc2oc(-c3ccccc3)cc(=NCCCN3CCOCC3)c2c1,-0.8,-2.5,-6.5,-9.0,4.9,-2.3,-2.0,-0.9,-1.4,3.0
COC(=O)c1cc(CN2C(=O)c3ccccc3C2=O)c(O)c([N+](=O)[O-])c1,4.2,8.4,2.5,-7.1,-3.2,2.9,2.3,9.6,-2.5,-0.3
Cc1sc(N)c(C#N)c1C,7.8,-3.4,4.7,7.3,5.1,1.5,-2.3,2.5,-1.7,-3.7
CCC(CC)C(=O)OCC(=O)Nc1cccc([N+](=O)[O-])c1,-3.8,-3.1,-2.8,1.3,10.4,-0.6,4.3,-2.4,-2.0,0.3
COc1ccc(OC)c(-n2c(C)cc(C=O)c2C)c1,2.1,7.2,-1.0,2.7,-1.8,-2.8,-5.4,-4.4,0.3,-0.7
CCC1=NN(C(=O)c2ccc(Cl)cc2)C(O)(c2ccccc2)C1 (configuration not stated),-3.1,-0.5,-1.8,-1.5,15.6,-2.3,2.1,-1.3,0.8,-1.1
Cc1ccc(OCC(=O)NCCNC(=O)c2ccccn2)cc1,5.7,5.7,0.1,-1.7,-1.0,2.5,5.0,-2.7,-2.6,-1.4
COc1ccc(-c2nnc(OCc3ccccc3)c3ccccc23)cc1,-0.4,-36.5,0.7,5.7,4.9,-2.5,-2.6,-0.7,1.2,-1.7
OCC1OC(n2cnc3c(NCc4ccccc4O)ncnc32)C(O)C1O (configuration not stated),4.3,1.3,1.3,3.8,6.0,0.1,7.9,2.3,0.0,-0.8
O=C(NCCCN1CCOCC1)c1cc(-c2ccc(F)cc2)no1,9.4,7.8,-0.2,-10.1,8.0,0.2,0.8,-0.7,-0.7,-2.3
O=C(NC1CCN(Cc2ccc(Cl)cc2Cl)CC1)c1ccccc1,-0.3,1.8,1.0,6.8,5.0,-11.9,-9.7,8.8,-1.4,-0.9
COc1ccc(CCN2CC(C(=O)NCc3cccc4[nH]ccc34)CCC2=O)cc1 (configuration not stated),1.6,4.8,-1.3,2.1,2.7,1.1,-3.5,5.7,-0.9,-1.3
COCCN(C(=O)CSc1nnc(-c2cccc(C)c2)n1C)c1c(N)n(Cc2ccccc2)c(=O)[nH]c1=O,-12.2,2.6,6.1,-13.5,-6.6,7.8,-2.8,0.3,1.7,0.6
Clc1ccc(OCc2cc(-c3ccccc3)no2)cc1Cl,-12.2,-22.1,-5.5,-8.6,8.1,-0.7,1.4,-7.4,1.5,-2.0
CN1CCN(c2ccncc2S(=O)(=O)N2CCCCC2)CC1,9.9,11.2,-1.3,-1.7,-10.5,3.2,-4.3,-0.9,-2.2,-2.4
CC1(C)N=C(c2ccccc2)C(=O)N1,2.5,14.9,-2.6,7.2,-4.1,0.6,0.7,2.2,-0.4,0.3
Cn1c(=O)c2c(nc(NCCO)n2CCc2ccccc2)n(C)c1=O,-5.3,2.1,-1.6,5.2,4.7,-1.5,-7.5,7.9,1.7,-1.2
COC(=O)C(CC(=O)c1ccc(C)cc1)n1cccn1 (configuration not stated),-2.1,2.2,2.9,7.6,-2.3,-0.8,-3.1,-2.3,3.2,-2.4
COc1cc2nc(N3CCN(C(=O)OCc4ccccc4)[C@H](C(=O)NC(C)(C)C)C3)nc(N)c2cc1OC,-4.7,-2.0,4.5,-15.1,2.7,3.3,-1.0,0.9,-3.4,0.5
COc1ccc(NC(=O)c2cc(C)n(Cc3cccs3)c2C)cc1,-4.1,·,-0.3,-9.7,6.1,1.2,-11.9,8.7,7.0,-2.4
O=C(NNC(=O)C1CCN(Cc2cccc(F)c2)CC1)c1cccs1,-7.0,5.8,2.2,-23.1,-1.8,-10.6,5.4,3.4,2.0,-1.3
O=C(O)C1CSC2(c3ccc4c(c3)OCCO4)CCC(=O)N12 (configuration not stated),0.3,5.5,2.4,-2.3,5.8,-0.4,1.1,4.3,2.8,-1.7
COc1cc(NC(=O)c2ccccc2F)ccc1NC(=O)c1ccccc1Cl,-4.7,-9.6,4.3,1.3,-6.6,2.1,2.8,-0.8,-1.4,0.0
COc1ccccc1CNS(=O)(=O)c1cc(C(=O)N(C)Cc2cccnc2)c(Cl)cc1Cl,0.6,0.3,-1.5,3.2,5.9,2.3,9.3,13.0,-0.5,1.7
COc1cc(SC)ccc1C(=O)Nc1ccc2ncccc2c1,-11.5,-23.4,-2.1,-1.3,1.6,-1.7,-2.6,-14.2,5.0,-2.9
Cc1cc(NC(=O)c2cc(Cl)ccc2Cl)no1,-3.0,-11.9,-1.3,10.9,5.2,0.8,-1.4,-2.0,-3.1,-2.0
COc1ccc(CCNS(=O)(=O)c2cc3c4c(c2)C(C)C(=O)N4CCC3)cc1OC (configuration not stated),4.0,-0.6,0.5,-8.3,3.8,1.4,-0.5,1.6,-0.2,-1.7

# Assay outcomes from PubChem.
